Assay outcomes (PubChem BioAssay)
FBW7 activator: FBW7 E3 ligase activators, primary screen, biochemical, AlphaScreen, human; F-box/WD repeat-containing protein 7 (Homo sapiens), Q969H0; AlphaScreen FBW7–phospho-cyclin E peptide binding, activator screen; normalized activity (activation), % at 26.1 µM; 650,000 compounds, 0.13% hits; AID 1259310, 2017; in the data active means normalized activity above about 1.9%;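 further: purified mutant Fbw7 with reduced substrate affinity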
GPR151 activ: activators of human GPR151, primary screen, cell-based, PathHunter beta-arrestin, luminescence; G-protein coupled receptor 151 (Homo sapiens), Q8TDV0; PathHunter beta-arrestin GPR151 cells; activation, % at 11.2 µM; 650,000 compounds, 1% hits; AID 1508602, 2020; in the data active means activation above about 4.9%;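 further: 0% = median of compound wells and 100% = cells with positive control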
Target sequence (Q8TDV0 whole entry, looked up): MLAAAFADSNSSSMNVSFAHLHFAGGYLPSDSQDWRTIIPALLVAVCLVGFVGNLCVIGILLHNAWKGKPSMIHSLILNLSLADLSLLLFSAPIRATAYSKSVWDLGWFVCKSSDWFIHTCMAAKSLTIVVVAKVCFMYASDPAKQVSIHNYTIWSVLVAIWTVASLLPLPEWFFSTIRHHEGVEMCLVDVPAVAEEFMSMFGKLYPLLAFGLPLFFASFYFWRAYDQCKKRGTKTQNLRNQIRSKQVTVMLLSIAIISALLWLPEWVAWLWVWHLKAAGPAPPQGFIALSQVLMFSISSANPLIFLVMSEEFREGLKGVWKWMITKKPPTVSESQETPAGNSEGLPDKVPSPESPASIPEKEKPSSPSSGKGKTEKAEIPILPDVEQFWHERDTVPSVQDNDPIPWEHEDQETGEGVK
MITF inh: MITF inhibitors, primary screen, biochemical, AlphaScreen, human | Microphthalmia-associated transcription factor (Homo sapiens), O75030 | AlphaScreen MITF homodimerization, bead proximity signal | inhibition, % at 2.6 µM | 650,000 compounds, 0.91% hits; in the data active means inhibition above about 50%;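 further: 0% = vehicle wells with protein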
Target sequence (O75030 whole entry, looked up): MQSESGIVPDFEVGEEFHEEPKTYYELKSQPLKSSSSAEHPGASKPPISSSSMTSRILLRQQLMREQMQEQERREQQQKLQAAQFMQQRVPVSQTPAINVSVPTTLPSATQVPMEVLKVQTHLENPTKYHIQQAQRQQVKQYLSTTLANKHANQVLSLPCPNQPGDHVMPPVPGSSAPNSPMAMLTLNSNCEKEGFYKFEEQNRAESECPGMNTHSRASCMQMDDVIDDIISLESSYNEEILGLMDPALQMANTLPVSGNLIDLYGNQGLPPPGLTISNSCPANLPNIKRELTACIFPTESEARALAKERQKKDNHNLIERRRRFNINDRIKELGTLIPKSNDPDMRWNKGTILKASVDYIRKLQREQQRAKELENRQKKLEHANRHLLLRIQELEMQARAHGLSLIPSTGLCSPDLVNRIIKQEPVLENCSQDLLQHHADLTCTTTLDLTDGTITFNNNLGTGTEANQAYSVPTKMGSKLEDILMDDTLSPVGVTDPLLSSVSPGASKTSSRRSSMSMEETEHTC
TEAD-YAP block: TEAD-YAP interaction inhibition, primary screen, TEAD-YAP interaction inhibitor project, luminescence, HEK-TIYL cells; 640,000 compounds, 1.4% hits; inhibition, % at 9.12 µM; TEAD-Gal4/YAP UAS-luciferase luminescence; in the data active means inhibition above about 32%;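 further: 0% = median of test compound wells and 100% = reference inhibitor wells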
* = called active by the depositor.

[1] Cc1nc(SCC(=O)Nc2ccccc2)c(C#N)c(C)c1C
[2] CCOC(=O)c1cnc2ccccc2c1NCc1ccccc1
[3] Cc1ccc(N(C)S(=O)(=O)c2nnc(NC(=O)CC(C)C)s2)cc1
[4] COc1cccc(Cc2cc(C(=O)N3C[C@@H](C)O[C@@H](C)C3)on2)c1
[5] O=C(CCCn1c(=S)[nH]c2cc3c(cc2c1=O)OCO3)N1CCN(Cc2ccccc2)CC1
[6] Cn1cccc1CN1CCc2c(nc(N3CCOCC3)[nH]c2=O)C1
[7] CC1CN(Cc2nc3c(c(=O)n(C)c(=O)n3C)n2Cc2ccccc2)CC(C)O1 (stereo not given)
[8] O=C(CSc1nc(N2CCOCC2)nc(N2CCOCC2)n1)Nc1ccccc1F
compound no.	1	2	3	4	5	6	7	8
FBW7 activator	0.0	0.3	0.2	0.2	-0.3	0.1	0.1	0.1
GPR151 activ	-0.8	-1.0	-0.5	0.8	-0.2	-0.2	-0.2	-1.6
MITF inh	-5	2	15	15	-8	7	0	-11
TEAD-YAP block	14	-6	-3	-26	-2	-1	6	-9

[9] O=C(Nc1c[nH]c(=O)[nH]c1=O)c1ccc(Br)cc1
[10] O=C(O)c1c[nH]c2ccc(S(=O)(=O)N3CCc4ccccc4C3)cc2c1=O
[11] COCCCN1C(=O)C2C(C(=O)Nc3ccc(C)c(C)c3)C3C=CC2(O3)C1C(=O)NC1CCCC(C)C1C (stereo not given)
[12] CN1CCN(C(=O)c2nonc2N)CC1
[13] CCN(CC)C(=O)c1ccc(Sc2cccc(Cl)c2)c([N+](=O)[O-])c1
[14] C/C=C/COC(=O)C1=C(C)NC(=O)NC1c1ccc(Cl)cc1 (stereo not given)
[15] CCCc1cc(=O)[nH]c(SCC(=O)Nc2cc(C)cc(C)c2)n1
[16] O=C(Cc1ccccc1)NNC(=O)c1c(O)c2ccccc2[nH]c1=O
compound no.	9	10	11	12	13	14	15	16
FBW7 activator	0.4	0.1	-0.1	0.1	-0.5	-0.1	1.2	0.1
GPR151 activ	-0.3	0.5	2.7	-2.2	3.0	-0.2	-0.7	-0.5
MITF inh	16	7	9	-3	5	4	11	13
TEAD-YAP block	3	6	7	-3	-6	30	-2	-8

[17] Cc1cc(N2CCOCC2)c(F)cc1[N+](=O)[O-]
[18] O=C(NCc1ccco1)C(=O)Nc1ccc2nc3n(c(=O)c2c1)CCCCC3
[19] CC(C)(C)c1cc(/C=N/N=C(\N)c2nonc2N)cc(C(C)(C)C)c1O
[20] CCN(CC)S(=O)(=O)c1cc(C(N)=O)ccc1Br
[21] COc1ccc(-n2nc3c(c2NC(=O)c2ccc(OC(C)C)cc2)CS(=O)(=O)C3)cc1
[22] O=C(Nc1nccs1)c1ccc(Oc2cccc(C(=O)Nc3nccs3)c2)cc1
[23] O=C1CC(c2ccccc2)CC(O)=C1C=NCc1ccc2c(c1)OCO2 (stereo not given)
[24] COC(=O)c1cccc(-c2ccc(/C=C3\Sc4ccccc4C3=O)o2)c1
compound no.	17	18	19	20	21	22	23	24
FBW7 activator	0.0	0.0	0.5	0.1	-0.2	0.0	-0.1	0.0
GPR151 activ	-0.3	-0.8	0.5	0.2	0.9	-1.2	0.2	1.1
MITF inh	-5	13	18	-19	3	-3	-7	-7
TEAD-YAP block	0	8	-54	-2	7	16	38*	-15

[25] Cc1ncc([N+](=O)[O-])n1CCOC(=O)C12CC3CC(CC(C3)C1)C2
[26] CCS(=O)(=O)N(CC(=O)N1CCCCC1)c1ccc(OC)cc1
[27] CC1CCCC(C)N1Cc1ccc(N)cc1 (stereo not given)
[28] O=S(=O)(NCc1ccco1)c1ccc(Oc2ccc(S(=O)(=O)NCc3ccco3)cc2)cc1
[29] O=C(Cn1cnc2ccccc2c1=O)NCC(=O)NC1CCCCC1
[30] Cc1ccc(N2NC(=O)/C(=C\c3ccc4c(c3)OCO4)C2=O)cc1
[31] CC1CC=C2C(C#N)=C(N)C(C#N)(C#N)C3(C(=O)Nc4ccccc43)C2C1 (stereo not given)
[32] CC(=O)c1ccc(NC(=O)N2CCC3(CC2)NCCc2c3[nH]c3ccc(C)cc23)cc1
compound no.	25	26	27	28	29	30	31	32
FBW7 activator	-0.1	0.7	0.6	-0.3	0.1	0.0	-0.1	0.1
GPR151 activ	-1.2	-0.6	-1.0	0.6	0.8	1.8	0.2	1.7
MITF inh	1	9	15	3	7	22	2	4
TEAD-YAP block	7	-13	13	48*	5	0	2	10

[33] COc1ccccc1N1C(=O)S/C(=C\c2ccc(O)c([N+](=O)[O-])c2)C1=O
[34] Cc1cccc(C(=O)Nc2cccc(C(N)=O)c2)c1
[35] COC(=O)c1sc(NC(=O)c2csc3c2CCCC3)c(C#N)c1C
[36] CCCCOc1ccc(NC(=O)C(=O)NCCCn2ccnc2)cc1
[37] COC(=O)C1=C(NC(=O)c2ccccc2OC)CCS1
[38] Cc1ccnc(NC(=O)c2cccc(I)c2)c1
[39] COc1ccc(-c2nc3cc(NC(=O)c4ccc(C(C)C)cc4)ccc3o2)cc1
[40] COCCn1nnnc1C(c1cccs1)N1CCC(O)CC1 (stereo not given)
compound no.	33	34	35	36	37	38	39	40
FBW7 activator	0.2	0.4	0.0	0.7	0.1	0.1	-0.1	0.0
GPR151 activ	-1.8	-2.4	-0.1	0.2	-0.3	-5.2	-2.1	-0.3
MITF inh	11	14	5	14	-65	18	-3	4
TEAD-YAP block	1	-7	6	14	3	-48	1	-18

[41] Cn1c(Cc2ccccc2)nnc1Sc1ccc(S(C)(=O)=O)cc1[N+](=O)[O-]
[42] O=C(NN=C1CCCCC1)c1cccc([N+](=O)[O-])c1
[43] O=C(COc1ccc(Cl)cc1Cl)N1CCCC1
[44] COc1cccc(OC)c1C(=O)N1CCCN(c2nc3c(C)c(C)ccc3cc2C#N)CC1
[45] Cc1c(C(=O)NCc2ccc3c(c2)OCO3)sc2nc3n(c(=O)c12)CCCC3
[46] CCOc1ccc(N2C(=S)NC3c4cccc(OC)c4OC2(C)C3C(=O)Nc2ccc(Cl)cc2)cc1 (stereo not given)
[47] CC(/C=C(\NC(=O)c1ccccc1)C(=O)NN)=C\c1ccccc1
[48] O=C(N/N=C/c1ccc([N+](=O)[O-])c(O)c1)c1ccncc1
compound no.	41	42	43	44	45	46	47	48
FBW7 activator	0.1	-0.2	0.1	0.2	-0.2	0.0	0.0	-0.1
GPR151 activ	1.8	-0.6	-0.1	0.4	0.8	1.2	-0.6	0.4
MITF inh	5	-1	23	-3	-7	23	-1	0
TEAD-YAP block	1	-6	4	8	-13	-9	-9	-3

[49] CCCCc1c(O)nc(SCCN(CC)CC)[nH]c1=O
[50] CCOC(=O)c1c(C2COc3ccccc3O2)csc1NC(=O)c1ccc(Cl)cc1 (stereo not given)
[51] CN1c2ccsc2C(O)=C(C(=O)NCc2ccccc2)S1(=O)=O
[52] CC(=O)Oc1ccc2c(=O)c(-c3nc4ccccc4s3)c(C)oc2c1
[53] CCCOC(=O)/C(=C\c1ccccc1OCC)NC(=O)c1ccccc1
[54] CC(=O)c1ccc(Nc2cnn(C34CC5CC(CC(C(=O)O)(C5)C3)C4)c(=O)c2Cl)cc1
[55] Cc1cccc(C)c1NC(=O)CN1C(=O)c2ccccc2C1=O
[56] CC(C)Cn1c(=O)c2sccc2n2c(CCCC(=O)N3CCCCC3)nnc12
compound no.	49	50	51	52	53	54	55	56
FBW7 activator	0.1	0.1	0.1	0.1	0.7	-0.2	0.0	-0.2
GPR151 activ	2.1	0.5	4.8	1.3	-1.9	0.1	-0.1	1.2
MITF inh	-4	3	-3	-8	-1	-1	12	6
TEAD-YAP block	-1	-1	1	-50	-66	9	1	5

[57] CC(=O)N1C2CCC1CC(O)(c1ccc(C)cc1)C2 (stereo not given)
[58] N#C/C(=C\c1c(Oc2ccccc2F)nc2ccccn2c1=O)C(=O)NC1CCCC1
[59] CCCCN1C=C(C(=O)OC)C(c2cccc([N+](=O)[O-])c2)C(C(=O)OC)=C1
[60] CCOC(=O)c1c(NC(=O)C(C)Sc2nnc(CNC(=O)c3ccco3)n2-c2cccc(Cl)c2)sc2c1CCC2 (stereo not given)
[61] COc1ccc(C(c2sc3ncnn3c2O)N2CCOCC2)cc1OC (stereo not given)
[62] CCN(C(=O)CSc1nnnn1C)c1ccccc1
[63] CCOc1ccc(CN2CCN(Cc3cn[nH]c3-c3ccccc3)CC2CCO)cc1 (stereo not given)
[64] COc1ccc(C2=N/C(=C\c3ccc(SC)cc3)C(=O)O2)cc1
compound no.	57	58	59	60	61	62	63	64
FBW7 activator	-0.2	0.1	-0.2	0.0	-0.1	-0.1	-0.1	-0.2
GPR151 activ	0.2	-8.0	0.2	0.5	0.8	-0.4	1.4	-1.7
MITF inh	10	16	-3	5	9	-7	-12	-3
TEAD-YAP block	1	-9	-10	7	-5	2	-4	-3

[65] Cc1ccc(OCC(O)CN2CCC(C)CC2)c(C)c1 (stereo not given)
[66] CC(=O)C1=C(C)NC(C)=C(C(C)=O)C1c1ccccc1C
[67] Cc1cc(NC(=O)C(=O)NCc2ccco2)ccc1Br
[68] CCOCCn1c(=O)c2c(nc3n(-c4cccc(C)c4)c(C)c(C)n23)n(C)c1=O
[69] Cc1[nH]n(-c2ccccc2)c(=O)c1C1=c2ccc(Cl)c(C)c2=NC1=O
[70] N=C1C(c2nc3ccccc3s2)=C(O)CN1/N=C1\C(=O)Nc2ccc([N+](=O)[O-])cc21
[71] CCc1nn(C(C)C(=O)NCCc2ccc(OC)c(OC)c2)c(=O)c2cc3occc3n12 (stereo not given)
[72] COc1cccc(OC)c1C(=O)Nc1ccc(Cl)cn1
compound no.	65	66	67	68	69	70	71	72
FBW7 activator	0.1	0.5	0.1	0.1	-0.2	0.0	0.8	0.6
GPR151 activ	-0.2	0.1	0.6	0.4	-0.6	0.2	0.0	-1.2
MITF inh	2	12	0	12	7	7	13	-14
TEAD-YAP block	0	3	-26	-2	-11	12	-6	3

[73] Cc1cc(NC2CCN(Cc3ccccc3)CC2)nc(-c2csc3ccccc23)n1
[74] O=C(Nc1cc(-c2ccncc2)c[nH]c1=O)C(O)c1ccc(Cl)cc1 (stereo not given)
[75] C=CCOc1ccc(/C(O)=C2/C(=O)C(=O)N(CCN3CCOCC3)C2c2ccc(Cl)cc2)cc1C (stereo not given)
[76] CCCCn1c(C)cc(/C=C(\C#N)C(=O)O)c1C
[77] COc1cc(NC(=O)CCc2c(C)nc3ncnn3c2C)cc(OC)c1OC
[78] CC(C)c1ccc(/C=N/NC(=O)CCc2n[nH]c(=O)[nH]c2=O)cc1
[79] Cc1csc(-c2c(C(F)(F)F)oc3cc(O)ccc3c2=O)n1
[80] COc1ccc(C(CC(=O)O)C(=O)O)cc1OC (stereo not given)
[81] CCCN(C)C(=O)c1cnc2scc(C)n2c1=O
compound no.	73	74	75	76	77	78	79	80	81
FBW7 activator	-0.1	0.1	0.1	-0.1	-0.1	0.1	-0.1	-0.1	0.4
GPR151 activ	-0.6	0.7	2.9	3.3	1.4	0.9	-0.7	0.8	-0.5
MITF inh	5	32	28	0	9	9	0	3	18
TEAD-YAP block	3	1	-4	-2	-3	4	-9	-1	5

Some of the entries above in a different format.
nr | SMILES | FBW7 activator | GPR151 activ | MITF inh | TEAD-YAP block
67 | Cc1cc(NC(=O)C(=O)NCc2ccco2)ccc1Br | 0.1 | 0.6 | 0 | -26
68 | CCOCCn1c(=O)c2c(nc3n(-c4cccc(C)c4)c(C)c(C)n23)n(C)c1=O | 0.1 | 0.4 | 12 | -2
69 | Cc1[nH]n(-c2ccccc2)c(=O)c1C1=c2ccc(Cl)c(C)c2=NC1=O | -0.2 | -0.6 | 7 | -11
70 | N=C1C(c2nc3ccccc3s2)=C(O)CN1/N=C1\C(=O)Nc2ccc([N+](=O)[O-])cc21 | 0.0 | 0.2 | 7 | 12
71 | CCc1nn(C(C)C(=O)NCCc2ccc(OC)c(OC)c2)c(=O)c2cc3occc3n12 (stereo not given) | 0.8 | 0.0 | 13 | -6
72 | COc1cccc(OC)c1C(=O)Nc1ccc(Cl)cn1 | 0.6 | -1.2 | -14 | 3
73 | Cc1cc(NC2CCN(Cc3ccccc3)CC2)nc(-c2csc3ccccc23)n1 | -0.1 | -0.6 | 5 | 3
74 | O=C(Nc1cc(-c2ccncc2)c[nH]c1=O)C(O)c1ccc(Cl)cc1 (stereo not given) | 0.1 | 0.7 | 32 | 1
75 | C=CCOc1ccc(/C(O)=C2/C(=O)C(=O)N(CCN3CCOCC3)C2c2ccc(Cl)cc2)cc1C (stereo not given) | 0.1 | 2.9 | 28 | -4
76 | CCCCn1c(C)cc(/C=C(\C#N)C(=O)O)c1C | -0.1 | 3.3 | 0 | -2
77 | COc1cc(NC(=O)CCc2c(C)nc3ncnn3c2C)cc(OC)c1OC | -0.1 | 1.4 | 9 | -3
78 | CC(C)c1ccc(/C=N/NC(=O)CCc2n[nH]c(=O)[nH]c2=O)cc1 | 0.1 | 0.9 | 9 | 4

Compounds were not picked by outcome, and some 3.4% of all compounds hit somewhere here.
